From PubChem BioAssay
TGFb inhibitor: qHTS for Inhibitors of TGF-b; HepG2 CAGA-GFP TGF-b/SMAD3 reporter, GFP fluorescence, 18 h; TGF-beta stimulated, 500 pg/mL final; Potency, µM (titrated, usually from 46.1 µM), for the others: at the top dose activity, negative = inhibition, hits mostly inhibitors; hit rate 1.2% among 410,000; AID 588855, 2011; further: potency means the concentration at half of the fitted maximal effect; on the % scale 0 is the no-effect control and ±100 the full control effect; nearly all actives have a fitted effect of over 65% in size
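HEPG2 CAGA-GFP, 1000 cells/well; 2 h settle, 37 C; cpd via pin tool; TGF-b 500 pg/mL final; 18 h, 37 C; GFP imaging ex488/em500-530; %Activity normalised to -TGF-b and +DMSO controls; CRC fit, curve class.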
Nrf2 ARE act: qHTS of Nrf2 Activators; AREc32 ARE-luciferase reporter (MCF7-derived line), luminescence, 24 h; Potency, µM (series often up to 46.1 µM), without a hit: at the highest dose activation, hits mostly activators; hit rate 0.31% among 410,000; further: potency means the concentration at half of the fitted maximal effect; % of control where 0% means no effect; nearly all actives have a fitted effect of over 65% in size
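ARE activation measured as luciferase luminescence (Steady-Glo, 30 min RT) in AREc32_Fluc cells after 24 hr compound exposure at 37 deg C, 5% CO2; cells seeded overnight at 1000/well in OPTI-MEM, 5% FBS.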
Akt phos inh: HTS Assay for Inhibitors of Akt Phophorylation: Primary Screen; Neuro2A IGF-stimulated pAkt S473 HTRF, 20 min; active compounds read low; activity change, % for hits at 50 µM; hit rate 0.32% among 360,000; AID 651550, 2012; in the data active means activity change below about -80%; inconclusive means mostly about -51% to -80%; further: on the % scale 0 is the no-effect control and ±100 the full control effect
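Single-point screen (50 µM final compound) in Neuro2A cells stimulated 20 min with 6 nM IGF at 37 deg C. After lysis, Ser473-phosphorylated Akt read by HTRF (ex 330 nm, em 615/665 nm) as the 665/615 ratio.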
CCT chaperon mod: High-Throughput Screening for Modulators of Cytosolic Chaperonin Activity | purified chaperonin ATPase assay, HTRF ADP detection, 30 min | activity change, % (concentration not given with the values), hits read low | hit rate 0.3% among 360,000 | AID 651819, 2012; in the data active means activity change below about -30%; further: on the % scale 0 is the no-effect control and ±100 the full control effect
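TRiC at 40 or 20 nM final (batch-dependent) in 30 mM Tris pH 7.4, 100 mM KCl, 5 mM MgCl2, 1 mM DTT, with compound at single 76 uM and 10 uM ATP, 30 min at 37 deg C. ADP detected by HTRF Transcreener, 665/615 ratio.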
Nrf2 inh: Nrf2 qHTS screen for inhibitors; A549 ARE-Fluc reporter, luciferase luminescence, 18-24 h; Potency, µM (top dose mostly 46 µM), for the others: at the highest dose activity change, negative = inhibition, most hits filed as inhibitors; hit rate 2.1% among 360,000; AID 504444, 2011; further: potency means the concentration at half of the fitted maximal effect; on the % scale 0 is the no-effect control and ±100 the full control effect; nearly all actives have a fitted effect of over 60% in size
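Nrf2 function is reported as luminescence of an ARE-controlled luciferase in A549 cells. Compounds were tested at several concentrations, and a CellTiter-Fluor read on the same wells flagged cytotoxicity.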
HepG2 viability: qHTS for Inhibitors of TGF-b: Cytotox Counterscreen. hit rate 0.76% among 410,000. HepG2 CAGA-GFP viability, ATP luminescence, 18 h. Potency, µM (doses to about 46.1 µM), for inactives: at the highest dose activity change, negative = cytotoxicity, usual class: cytotoxic; further: potency means the concentration at half of the fitted maximal effect; some results filed as inactive show a strong effect at the top dose
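HepG2 CAGA-GFP cells (1000/well, DMEM with 1% FBS) received compound, then TGF-beta at 500 pg/mL final, and were incubated 18 hours at 37 degrees C. Viability was read by CellTiter-Glo luminescence. Media-only wells were set as complete cell-killing and DMSO as no toxicity.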
Mm-Cpn inhibitor: Inhibitors of TCP-1 ring complex (TRiC) of Methanococcus maripaludis (MmCpn): qHTS | Potency, µM (titrated, usually from 76.9 µM), for the others: at the highest dose activity, negative = inhibition, usual class: inhibitors | Chaperonin Mm-Cpn (Methanococcus maripaludis) | hit rate 0.031% among 330,000 | purified Mm-Cpn ATPase, ADP Transcreener TR-FRET | AID 504842, 2011; further: potency means the concentration at half of the fitted maximal effect; on the % scale 0 is the no-effect control and ±100 the full control effect; nearly all actives have a fitted effect of over 80% in size
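Measured: ADP formation by purified Mm-CPN. Conditions: 25 nM protein, 10 uM ATP, Tris pH 7.4 with Mg2+, K+ and DTT, 37°C for 30 min. Detection: Transcreener HTRF after 30 min at room temperature.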
Abeta yeast res: qHTS for compounds that reverse cellular toxicity of Amyloid beta (A-beta) peptide in yeast: Primary Screen; hit rate 0.063% among 410,000; yeast expressing A-beta42, growth rescue, OD600, 48 h; response scale: 0% DMSO, 100% iron-clioquinol control; Potency, µM (series often up to 46.1 µM), inactives show at the highest dose growth rescue, actives largely listed as activators; AID 1347071, 2019; further: potency means the concentration at half of the fitted maximal effect; nearly all actives have a fitted effect of over 55% in size
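Growth rescue measured by 600 nm absorbance after 48 h yeast culture at 30 C with compound. Values normalized between DMSO and an equimolar ferric chloride plus clioquinol control.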
A549 tox: Nrf2 qHTS screen for inhibitors: counterscreen for cytotoxicity | A549 ARE-Fluc cells, CellTiter-Fluor viability, 18-24 h | Potency, µM (doses to about 46 µM), for the others: top-dose activity change, negative = cytotoxicity, most hits filed as inhibitors | hit rate 0.16% among 390,000 | AID 504648, 2011; further: potency means the concentration at half of the fitted maximal effect; on the % scale 0 is the no-effect control and ±100 the full control effect
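Cytotoxicity counterscreen: CellTiter-Fluor fluorescence was measured in A549 ARE_Fluc cells after 18-24 h of compound exposure in a concentration series. The subsequent BugLite luminescent read reports ARE-luciferase activity.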
* hit, by the source's call; i = inactive; ? = inconclusive; nt = not tested or not shown; [ ] = dose if it differs, or a comment. Unless noted, the call rests on the fitted dose curve; in most records, active means well fitted curve in the direction sought with a large enough effect; inconclusive means small, poorly fitted or top-dose-only effect, or another doubt; inactive means no such curve, though single readings can be large; an effect the other way counts as inactive or inconclusive.

cpd | SMILES | TGFb inhibitor | Nrf2 ARE act | Akt phos inh | CCT chaperon mod | Nrf2 inh | HepG2 viability | Mm-Cpn inhibitor | Abeta yeast res | A549 tox
1 | Cc1ccc(C(=O)Nc2cccnc2)cc1S(=O)(=O)N1CCCCCC1 | -25.5% | -0.5% | i | 1.9 | -2.8% | 7.4% | 0.6% | 24.2% | -2.6%
2 | CC[C@H](C)[C@H]1CNC(=S)N1CC1CCN(CCC(C)C)CC1 | -3.6% | -0.5% | i | -1.9 | nt | -23.2% | nt | -12.2% | nt
3 | O=S(=O)(O)c1ccc(N2N=C(c3ccccc3)CC2c2ccccc2)cc1 (stereo unspecified) | -1.9% | 1.6% | i | 2.8 | 0.5% | 4.9% | -8.2% | -4.4% | 14.9%
4 | Cc1ccnc2nc(C(=O)NCc3ccccc3)nn12 | 4.2% | 4.4% | i | 2.3 | 4.1% | 3.2% | 0.2% | -9.4% | -1.9%
5 | CCCOc1ccccc1N/C(N)=N/c1nc(C)cc(C)n1 | -17.4% | 2.0% | i | 1.4 | -3.3% | -7.1% | 1.9% | -7.3% | 7.5%
6 | CCOC(=O)C1CCCN(C(=O)C2CCN(S(=O)(=O)c3ccc4ccccc4c3)CC2)C1 (stereo unspecified) | ? | -0.8% | i | -0.7 | ? | -2.7% | -3.7% | 9.2% | -1.9%
7 | COc1cc(NC(=O)c2cc(Br)cc(C)c2OC)ccc1NC(=O)C(C)C | -1.8% | -0.1% | i | -0.6 | -5.9% | 1.4% | -1.1% | 3.5% | -2.9%
8 | COc1ccc(OC)c(CC(=O)N2CCc3cc(OC)c(OC)cc3C2)c1 | -2.9% | 2.1% | i | -3.3 | -4.0% | 0.7% | -0.6% | -3.2% | 11.0%
9 | Cc1cc(C)nc(NNS(=O)(=O)c2ccc(F)c(Cl)c2)n1 | ? | 6.7% | i | 1.8 | -3.1% | -116.1% | -0.4% | -4.1% | -2.5%
10 | Cc1ccc(-n2nc3c(=O)n(CCCC(=O)N4CCC(C(N)=O)CC4)nc(C)c3c2C)cc1 | -4.0% | 0.0% | i | 0.1 | 1.6% | -4.4% | 0.4% | -2.2% | -5.3%
11 | Cc1ccc(S(=O)(=O)N2CCN(CC(=O)Nc3ccccc3Cl)CC2)cc1 | -1.1% | -0.6% | i | -0.8 | 1.0% | 9.3% | 1.2% | 22.3% | 1.2%
12 | Cc1ccc(S(=O)(=O)/N=C(/NC(=S)Nc2c(C)n(C)n(-c3ccccc3)c2=O)c2ccccc2)cc1 | -0.2% | -0.8% | i | -1.7 | -7.7% | -2.6% | 0.9% | 19.3% | -0.3%
13 | COc1ccccc1N1CCN(CCCNC(=O)c2nnc(Cc3ccc(F)cc3Cl)o2)CC1 | ? | 9.2% | nt | nt | 23.1% | -32.9% | nt | -49.5%[inhibitor] | -9.7%
14 | CC(C)C(NC(=O)C1CCCCC1)C(=O)NCc1ccccn1 (stereo unspecified) | 5.3% | -0.5% | i | -6.0 | 0.4% | -2.0% | -2.5% | 4.5% | 2.9%
15 | O=C(COC(=O)c1c2c(nc3ccccc13)/C(=C\c1ccco1)CC2)NC1CCCC1 | ? | 11.2% | i | -3.1 | ? | 9.6% | nt | -12.0% | ?
16 | COc1ccc2[nH]c(=O)c(C(c3nnnn3CC3CCCO3)N3CCc4ccccc4C3)cc2c1 (stereo unspecified) | 11.1% | 4.7% | i | -2.6 | 15.3% | 10.4% | -0.8% | 20.3% | -1.3%
17 | COc1ccc(C(=O)NC(=S)Nc2ccc(S(=O)(=O)Nc3cc(OC)nc(OC)n3)cc2)cc1 | 30.9%[activator] | 1.9% | i | 0.7 | 4.3% | -1.8% | -0.2% | 3.6% | 8.6%
18 | Cc1ccccc1-c1cc(C(=O)n2cccn2)c2cc(Cl)ccc2n1 | 12.4% | -0.1% | i | -0.7 | nt | -17.1% | -1.3% | -3.7% | -3.0%
19 | CC(=O)c1cccc(N(C(=O)Cn2nnc3ccccc32)C(C(=O)NCc2ccccc2)c2ccccn2)c1 (stereo unspecified) | 0.1% | 0.4% | i | 1.3 | 11.3% | 10.7% | 0.6% | 13.1% | -2.4%
20 | COC(=O)CCC(=O)OC1(C)C(=O)C=C2C=C(C3CC3)N(CCCOC(C)C)C=C2C1=O (stereo unspecified) | -1.4% | -2.1% | i | 0.4 | -22.0% | 2.7% | 0.3% | -13.1% | ?
21 | Cc1occc1-c1nnc(SCC(=O)NCc2ccc3c(c2)OCO3)n1CC(C)C | -2.8% | -0.1% | i | -0.2 | 14.4% | -2.9% | -0.4% | 16.1% | -5.0%
22 | CCOc1ccc2[nH]c(=O)c(C(c3nnnn3Cc3ccco3)N3CCN(C)CC3)cc2c1 (stereo unspecified) | -12.1% | 0.3% | i | -2.1 | 7.1% | -14.4% | -1.1% | 0.8% | -4.5%
23 | NC1=NN(c2c(Cl)cc(Cl)cc2Cl)C(=O)C1 | -7.8% | 0.6% | i | -1.4 | -0.9% | -0.4% | nt | 9.9% | -3.5%
24 | O=C(NNS(=O)(=O)c1ccc(CCCl)cc1)C(O)(c1ccccc1)c1ccccc1 | ? | -0.4% | i | -1.7 | 10.5% | -18.9% | 0.4% | 10.3% | 1.9%
25 | COc1ccccc1OCc1ccc(C(=O)N(C)c2ccccc2)o1 | 0.8% | 5.3% | i | -2.4 | 5.6% | 5.6% | 1.0% | -7.4% | 1.4%
26 | Cc1cc(NC(=O)CCN2C(=O)C3C4CCC(C4)C3C2=O)cc(C)c1Br (stereo unspecified) | ? | 2.7% | i | -0.6 | 1.7% | -2.4% | 0.2% | -11.6% | -10.4%
27 | CCC(C)c1c(NS(=O)(=O)c2ccc(C)cc2)o[nH]c1=O (stereo unspecified) | 9.7% | -1.2% | i | 0.3 | -13.5% | 0.3% | nt | -0.5% | -1.9%
28 | CCO[C@@H]1OC(C(=O)NCc2ccccc2)=C[C@H](C2CCCCC2)[C@H]1CCCO | -17.0% | 8.0% | i | -0.7 | -27.5% | -6.8% | nt | 5.1% | -0.3%
29 | O=C(NCCc1nnc2ccc(NCc3cccnc3)nn12)c1ccccc1F | -16.6% | -0.9% | i | -1.1 | -1.0% | -23.9% | 1.5% | -5.5% | -1.5%
30 | Cc1cccc(CCNC(=O)c2cccc(NC3=NC4CS(=O)(=O)CC4S3)c2)c1 (stereo unspecified) | -9.1% | 0.2% | i | -0.3 | 2.7% | -3.3% | 0.8% | -5.2% | 1.8%
31 | COCc1ccc(C(=O)N2CCCC(C(=O)c3ccc(Cl)cc3C)C2)o1 (stereo unspecified) | -0.4% | 2.1% | i | 2.1 | ? | -9.7% | -0.8% | -14.8% | -4.8%
32 | COc1ccc(Oc2coc3cc(OC(=O)c4cncc(Br)c4)ccc3c2=O)cc1 | 3.6% | -0.5% | i | -0.8 | -23.2% | -8.2% | -5.4% | -4.2% | -4.0%
33 | Cc1ccc(CN=C(N)Nc2nc(C)cc(C)n2)cc1 | 15.8µM* | 0.6% | i | -2.7 | 8.4% | -2.0% | 2.6% | 1.5% | -24.6%
34 | OC(COc1ccccc1)CN(Cc1ccccc1)CC(O)COc1ccccc1 (stereo unspecified) | ? | 6.3% | i | -1.5 | 2.4% | -45.4% | 0.2% | 7.5% | -2.9%
35 | CNc1ccccc1 | -1.2% | -1.1% | i | -0.2 | 0.9% | -3.6% | 1.0% | -25.9% | -1.8%
36 | CC(=O)/C(C#N)=C1\NC(=O)C(Cc2cc(Cl)ccc2Cl)S1 (stereo unspecified) | -25.9% | -0.1% | i | -0.8 | 18.9% | -50.9% | 0.5% | -73.8%[inhibitor] | -5.3%
37 | O=C(NCc1ccccc1F)Nc1nnc([C@@H]2C[C@H](O)[C@@H](CO)O2)s1 | -0.4% | 0.3% | i | 0.1 | nt | 8.5% | nt | 0.8% | nt
38 | O=C(NC1CCc2ccccc21)C1CCN(S(=O)(=O)c2ccc(Cl)cc2)CC1 (stereo unspecified) | ? | -0.2% | i | -0.6 | -10.6% | -8.8% | -0.6% | 6.5% | 1.6%
39 | Fc1ccc(N2CCN(c3ncnc4c3nnn4Cc3ccccc3Cl)CC2)cc1 | 0.7% | -0.9% | i | -6.3 | 13µM* | 8.0% | nt | 15.3% | 2.1%
40 | Cc1ccc(C)c(NC(=O)C2CCCN2C(=O)OC(C)(C)C)c1 (stereo unspecified) | -11.4% | 0.0% | i | 0.9 | nt | 0.4% | -1.7% | 5.3% | 0.9%
41 | CCN1CCCC1CNC(=O)c1cc(NC(C)=O)c(N(C)C)cc1OC (stereo unspecified) | 2.4% | 0.1% | i | -0.2 | 20.1% | 5.9% | 0.5% | 14.0% | -6.9%
42 | COc1cccc(Cn2cnc(-c3ccccc3OC)c2-c2cccnc2)c1 | nt | 2.5% | i | 1.4 | nt | nt | nt | -25.2% | nt
43 | CCCNC(=O)C1(C)CCN(C(=O)c2cc(C)nn2C(C)(C)C)C1 (stereo unspecified) | 1.5% | -0.5% | i | -7.5 | nt | -1.7% | nt | -19.5% | nt
44 | COc1cc(CNC2CCCCCC2)cc(OC)c1OC | 23.7% | -1.1% | i | -1.0 | 14.8% | -9.3% | nt | -10.1% | ?
45 | CC(C)C1CC(O)(C2(O)CCCCC2)ON1 (stereo unspecified) | ? | 0.1% | i | 0.3 | 1.4% | 10.5% | 0.0% | -25.8% | -4.5%
